Screening data from PubChem BioAssay.
Lipid storage S3: qHTS Assay for Lipid Storage Modulators in Drosophila S3 Cells; Drosophila S3 cells, BODIPY lipid droplet fluorescence, 18-24 h; cells fed with added oleic acid; AID 2685, 2010; Potency in µM for hits, for the others lipid storage change, negative = inhibition, % at the top dose, mostly 46.1 µM; 320,000 tested, 0.64% active; active = well fitted inhibition curve with a large enough effect in the signal ratio, with a control signal flat, not every such curve was filed as active; inconclusive = small, poorly fitted or top-dose-only effect, or effect the other way, or a change in a side signal; the % refers to the signal ratio
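Drosophila S3 cells got compounds at several concentrations plus oleic acid (400 uM solution). Laser-scanning cytometry with 488 nm excitation read lipid droplets at 500-530 nm and cells at 575-640 nm. Percent activity was relative to 20 uM Triacsin C.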
Lipid storage S3 cell count max: further read-out of Lipid storage S3, marked with its call; cell number change, %; measured here: cell count max response;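 cells counted by Cell Tracker Red CMTPX staining in the red channel; peak over a dose series mostly up to 46.1 µM; percent activity relative to internal control wells on each plate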
Numbers without * were called inactive; i = inactive; ? = inconclusive; . = not tested or not shown. % is scaled to controls: 0 for no effect and ±100 for the full control effect; potency is read from the fitted curve at half-maximal effect. The list is partial (hit frequency here may not be typical).

SMILES | Lipid storage S3 | Lipid storage S3 cell count max
Cc1cc(C)cc(NC(=O)Nc2ccc3c(c2)N(C)C(=O)CS3)c1 | ? | .
CC1(C)CC(=O)/C(=C(\O)Cc2ccccc2)C(=NCCCCCC(=O)O)C1 | -7.2% | -0.6
Cc1cccc(NC(=O)c2ccc(N3CCCCC3)c([N+](=O)[O-])c2)n1 | 13.6% | -19.7
CSc1cccc(NC(=O)/C=C/c2ccco2)c1 | ? | .
O=C(Cc1n[nH]c(=O)[nH]c1=O)N/N=C/c1ccccc1 | ? | .
Cc1ccccc1C(=O)NC(=S)NC1CC1 | ? | .
CCC(=O)Nc1ccc(NC(=O)c2cccc3c(Br)cccc23)cc1 | ? | .
Cc1cccc(CCN2CCN=C2Nc2ccccc2)c1 | ? | .
O=[N+]([O-])c1ccc(N/N=C/c2c[nH]c3ccccc23)c(S(=O)(=O)Nc2ccc(Cl)cc2)c1 | ? | .
CCC(Sc1nc2c(cnn2-c2ccc(Cl)cc2)c(=O)[nH]1)C(=O)OC (centres undefined) | 7.5% | -0.4
CCOC(=O)Cn1nnc2c(sc3nc4c(c(-c5ccc(Cl)cc5)c32)CCC4)c1=O | -11.5% | 4.6
C/C(=N\NC(=O)c1ccoc1C)c1ccccc1O | ? | .
Cc1c(Cl)cccc1NC(=O)CCC(=O)N/N=C/c1ccc[nH]1 | 0.3% | -13.8
Cc1cc(Br)ccc1NC(=O)CN(C)C(=O)c1ccc2ccccc2n1 | ? | .
COc1ccccc1NS(=O)(=O)c1ccc(C)c(C(=O)N2CCCC2)c1 | -12.8% | -20.7
O=C(CNC(c1ccccc1)c1ccccc1)Nc1ccc(F)cc1 | 3.5% | 0.7
Cn1ncc2c(c(SCc3ccc(Cl)cc3Cl)nn2C)c1=O | 4.6% | 13.1
S=C(Nc1ccccc1)Nc1ccccc1-n1cccc1 | 8.2% | .
Cc1cc(C)cc(N(C(=O)CNS(=O)(=O)c2ccccc2)C(C(=O)NCc2ccccc2)c2ccc(C)o2)c1 (centres undefined) | ? | .
CCOC(=O)Cc1csc(N(C)C)n1 | -6.8% | 0.4
O=C(c1ccc(NC2=NC3CS(=O)(=O)CC3S2)cc1)N1CCc2ccccc2C1 (centres undefined) | 13.5% | 14.5
COc1ccc(-c2nc(NC(=O)CSc3nnc4ccccn34)ns2)cc1 | ? | .
CCOC(=O)C(C#N)=C1CCN(Cc2ccccc2)CC1 | ? | .
CCC(=O)c1ccc(OCC(O)CN2CCN(S(=O)(=O)N3CCCCC3)CC2)cc1 (centres undefined) | i | .
O=C(N/N=C/c1ccccc1O)C(=O)N1CCCCCC1 | -28.1% | .

Reformatted with values under each structure: 3 of the compounds above
Fields – Lipid storage S3	Lipid storage S3 cell count max
Cc1cc(Br)ccc1NC(=O)CN(C)C(=O)c1ccc2ccccc2n1
 : ?	.
COc1ccccc1NS(=O)(=O)c1ccc(C)c(C(=O)N2CCCC2)c1
 : -12.8%	-20.7
O=C(CNC(c1ccccc1)c1ccccc1)Nc1ccc(F)cc1
 : 3.5%	0.7

Next section.
SMILES | Lipid storage S3 | Lipid storage S3 cell count max
CCN(c1ccc(NC(=O)CCc2nc3sc4c(c3c(=O)[nH]2)CCCC4)cc1)C(C)C | ? | .
NC(=S)N/N=C/c1ccc([N+](=O)[O-])cc1 | -1.1% | .
CCc1ccccc1Oc1ccc(S(=O)(=O)N2CCN(C)CC2)cn1 | ? | .
O=C(CNC1CCCCC1)Nc1cccc(C(F)(F)F)c1 | i | .
O=C(NCCN1CCOCC1)c1ccc(=O)oc1 | ? | .
O=C(CCNS(=O)(=O)c1ccccc1F)NCc1ccc2c(c1)OCO2 | 5.9% | 0.6
COc1ccc(-c2noc(CN3CCCCC3c3nccn3C)n2)cc1 (centres undefined) | -16.0% | .
O=C(NCCN1CCOCC1)c1cnn2c(-c3ccccc3)cc(-c3ccccc3)nc12 | ? | .
CN(C)c1ccc(Nc2nc(N)c([N+](=O)[O-])c(N3CCOCC3)n2)cc1 | ? | .
Cn1c(SCC(=O)Nc2ccc3[nH]c(=O)[nH]c3c2)nnc1-c1ccccc1 | ? | .
CCc1nc(N2CCN(Cc3ccc4c(c3)OCO4)CC2)c2oc3ccccc3c2n1 | -5.9% | 5.5
CCOC(=O)c1sc(NC(=O)Nc2ccc(Cl)cc2)nc1C | -55.5% | -12.6
CCOc1ccccc1NC(=O)CCS(=O)(=O)c1ccc(OC)cc1 | 0.3% | 12.3
CN(C(=O)COC(=O)CNC(=O)c1ccc2ccccc2c1)c1c(N)n(Cc2ccccc2)c(=O)[nH]c1=O | 4.7% | 9.8
COC(=O)c1ccc(CNC(=O)c2ccc3c(c2)S(=O)(=O)N=C2CCCCCN23)cc1 | ? | .
COc1cccc(C(=O)N2CCN(C(=O)c3cccs3)CC2)c1OC | 4.6% | -0.3
Cc1cc(C)n2nc(SCC(=O)c3c(N)n(CC(C)C)c(=O)n(C)c3=O)nc2n1 | ? | .
Cc1cnc(C(=O)OCC(=O)c2ccc(F)cc2)cn1 | -23.7% | 2.3
Cc1nn(C(=O)c2cccc([N+](=O)[O-])c2)c(C)c1Sc1ccccc1 | ? | .
CCC/C(=N\NC(=O)c1csc(C)c1C)c1cccs1 | i | 12.3
O=C(Nc1cccc(C(=O)NC2CCCC2)c1)c1ccccc1 | ? | .
CC(NC(=O)COC(=O)c1ccc2c(c1)OCO2)c1ccccc1 (centres undefined) | ? | .
NC(=O)c1c[nH]c2ccccc12 | ? | .
O=C(N/N=C/c1c(O)ccc2ccccc12)c1ccc(Br)o1 | ? | .
CCN1CCN(C(=O)C2CCN(C(=O)Nc3ccccc3)CC2)CC1 | ? | .
CCCc1nc2cc(Cl)c([N+](=O)[O-])cc2o1 | 3.8% | 1.2
COC(=O)CC1(C(=O)OC)Oc2ccc(Br)cc2C(=O)N1c1ccc(Br)cc1Cl (centres undefined) | ? | .
CCOC(=O)c1[nH]cnc1C(=O)NCc1ccccc1 | 14.7% | 4.9
O=C(CCNS(=O)(=O)c1cccc2nsnc12)NCc1cccs1 | ? | .
Cc1cc(C)nc(SCc2ccc(C(=O)NN=C3C4CC5CC(C4)CC3C5)cc2)n1 | ? | .
CCOC(=O)C1(Cc2ccccc2)CCCN(Cc2ccncc2)C1 (centres undefined) | i | 7.5
CCC(C)NCCCCOc1cc(C)cc(C(C)C)c1 (centres undefined) | 2.8% | -0.9
O=C(COc1ccccc1)NC(=S)Nc1cccc([N+](=O)[O-])c1 | ? | .
COc1ccc(C2=NOC(C(=O)NC(C)C)C2)cc1 (centres undefined) | ? | .
CCN(C(=O)c1cc2ccccc2oc1=O)c1cccc(C)c1 | 8.3% | 16.1
COc1ccc(N(CCC#N)S(=O)(=O)c2ccc(Cl)cc2)cc1 | i | .
CN1CCN(c2ccc(-c3ccnn3C(=O)Nc3ccccc3)cc2)CC1 | 10.0% | 2.2
CCOc1ccccc1OCCN1CCCC1 | ? | .
Cc1ccc(S(=O)(=O)C/N=C(/NC(=S)N(c2ccccc2)c2ccccc2)c2ccccc2)cc1 | ? | .
O=C(O)c1cccc2c1C(=O)c1ccc(-c3ccc(Cl)c(C(F)(F)F)c3)cc1S2(=O)=O | ? | .
CN(C(=O)COC(=O)c1ccccc1C(=O)N1CCN(c2ccccc2)CC1)c1ccccc1 | ? | .
Cc1ccccc1-n1cc(-c2ccc(Br)cc2)nc1SCC(N)=O | 0.7% | -5.6
O=c1[nH]c(CN2CCN(c3ccccn3)CC2)nc2c(Br)cc(Br)cc12 | 9.2% | 9.1
CCOc1ccc(CN(C)C(=O)[C@H](Cc2ccccc2)NC(=O)OCc2ccccc2)cc1OC | 8.2µM* | 6.3*
Nn1c(SCC(=O)Nc2cccc(C(F)(F)F)c2)nncc1=O | -8.8% | -12.2
COc1ccc(Nc2cc(C(=O)NC3CCCC3)c3ccccc3n2)c(OC)c1 | ? | .
COc1ccccc1NNC(=O)c1cccnc1Oc1ccccc1 | -0.9% | -4.4
CC(C)Cc1nc2ccccc2[nH]1 | ? | .
Cc1ccc2ccc(C)[n+](CCCS(=O)(=O)[O-])c2c1 | ? | .
COc1ccccc1C(CNc1nc(C(F)(F)F)nc2ccccc12)N(C)C (centres undefined) | ? | .

(list continues)
SMILES | Lipid storage S3 | Lipid storage S3 cell count max
CN(C)S(=O)(=O)c1cccc(NC(=S)N2CCc3ccccc32)c1 | i | .
O=C(CCNC(=O)Cn1cnc2ccccc2c1=O)NCCC1=CCCCC1 | ? | .
O=C(O)c1ccc(COCC(F)(F)F)cc1 | i | .
NC(=O)c1nc(C(=O)N2CCN(c3ccccc3)CC2)c2ccccc2n1 | ? | .
O=C(OCC#CCSc1nc2ccccc2o1)c1cc2ccccc2o1 | ? | .
O=C(COC(=O)Cc1ccc(Br)cc1)NC1CCCCC1 | ? | .
COCCCNC(=O)c1ccc(Cn2c(=O)c3ccccc3n(CC(=O)NCc3ccco3)c2=O)cc1 | ? | .
COc1ccc(CC(=O)NCC(=O)NC(Cc2ccccc2)C(=O)O)cc1 (centres undefined) | -4.5% | -4.6
CC1(C)OC(=O)N(Cc2ccco2)C1(C)O (centres undefined) | -0.5% | -10.4
CCN1CCCC1CNc1ncnc2c1[nH]c1ccc(Cl)cc12 (centres undefined) | ? | .
Cc1cc(C)n(-c2cc(Cl)cc(Cl)c2)c(=O)c1C#N | 1.9% | -16.9
O=C(CC1S/C(=N/N=C2CCCCCC2)NC1=O)Nc1ccccc1C(F)(F)F (centres undefined) | ? | .
CCCCN(CC)CCNC(=S)Nc1ccc2nc(N3CCN(C)CC3)cc(C)c2c1 | ? | .
CCc1cc(=O)oc2c(CNCc3ccccc3F)c(O)c(Cl)cc12 | -11.5% | -6.3
Cc1nc(-c2ccc(C(=O)Nc3ccc(F)cc3)cc2)cs1 | ? | .
Cc1ccc(NCc2nc3ccccc3n2CCOc2ccccc2)cc1 | ? | .
COc1ccc(-n2c(-c3cnccn3)n[nH]c2=S)cc1 | ? | .
CCn1cc(CN2CCC(n3nccc3NC(=O)c3ccc4c(c3)OCO4)CC2)c(C)n1 | ? | .
CC(=O)c1c(C)[nH]c(C(=O)CN2C(=O)NC(C)(c3ccc4c(c3)OCO4)C2=O)c1C (centres undefined) | ? | .
COc1ccc(-c2ccc(CCC(=O)O)n2-c2ccc(O)cc2)cc1 | -0.1% | 8.4
O=C(O)CCc1ccc(-c2cccs2)n1NC(=O)c1ccc(Cl)cc1 | 1.4% | 1.0
C=CCn1c(SCC(=O)NC(N)=O)nnc1-c1cc2c(s1)CCC(CC)C2 (centres undefined) | -2.1% | 0.7
O=C(N/C(=C/c1ccc(Br)cc1)C(=O)N1CCCC1)c1ccccc1F | ? | .
Cc1c(OCC(=O)NCC(O)c2ccccc2)ccc2c(-c3ccccc3)cc(=O)oc12 (centres undefined) | 16.4µM* | -9.7*
Cc1ccnc(N/C=C/C(=O)c2ccc(Br)cc2)c1 | -3.0% | 29.1
O=C(O)C1=NOC(CNc2ncc(C(F)(F)F)cc2Cl)C1 (centres undefined) | ? | .
COc1cc(C(=O)Oc2c(OC)cc(C(=S)N3CCOCC3)cc2OC)cc(OC)c1OC | i | 23.0
O=C(N/C(=C/c1cccc([N+](=O)[O-])c1)C(=O)N1CCCC1)c1ccccc1 | i | 20.0
Cc1nc(C)c(C)nc1C | 10.5% | 9.3
O=C(OCC1OC(Oc2ccc(O)cc2)C(O)C(O)C1O)c1ccccc1 (centres undefined) | ? | .
COc1ccc(C(=O)NCCSCc2ccc(C)cc2)cc1 | 9.2% | -13.7
Cc1ccccc1N=Cc1c(O)n(-c2nccs2)c(=O)c2ccccc12 | ? | .
CCOc1ccccc1NC(=O)CN(c1ccc(OC)cc1)S(=O)(=O)c1c(C)noc1C | ? | .
CC(C)CC1NC(=O)N(CC(=O)N2CCN(S(=O)(=O)c3ccc4ccccc4c3)CC2)C1=O (centres undefined) | ? | .
CCN1CCN(c2ccc(S(=O)(=O)N(CC)CC)cc2[N+](=O)[O-])CC1 | 3.6% | -3.3
CCOC(=O)C(NC(C)=O)(Nc1ccc(S(=O)(=O)Nc2nccs2)cc1)C(F)(F)F (centres undefined) | ? | .
CC(C)COC(=O)c1ccc2c(c1O)C(=O)c1ccccc1C2=O | -12.9% | 5.6
O=C1CCC(C(=O)N(c2ccccc2)C2(C(=O)NC3CCCCC3)CCCCC2)N1 (centres undefined) | -1.2% | 17.2
CCc1ccccc1NC(=O)CN(c1ccc(OC)cc1OC)S(=O)(=O)c1ccccc1[N+](=O)[O-] | 8.9% | -4.1
CC(C)CNC(=O)c1ccc2c(c1)C(=O)N(C1CCCCC1)C2=O | ? | .
CC(=O)Oc1c(Cl)c(N2CCOCC2)c(OC(C)=O)c2ccccc12 | ? | .
Cc1nn(Cc2ccc(F)cc2)c(C)c1NC(=O)c1cnn2c1NC(c1ccccc1)CC2C(F)(F)F (centres undefined) | 0.8% | -0.6
COc1ccc(CNC(=O)C[C@H]2C(=O)N(Cc3ccccc3)C[C@@H]2Cc2ccccc2)cc1 | ? | .
O=C(Cc1ccccc1)NCc1n[nH]c(=S)n1-c1ccc(Br)cc1 | 1.6% | 12.1
Nc1nonc1C(=O)N/N=C/c1ccc(-c2ccc(Cl)c(C(=O)O)c2)o1 | ? | .
Cc1ccsc1C1C(C#N)=C(N)Oc2n[nH]c(C)c21 (centres undefined) | ? | .
Cc1cc2nc(C3CCCN(C(=S)Nc4ccccc4C)C3)[nH]c2cc1C (centres undefined) | 6.2% | 0.5
